Screening results: PubChem, several laboratories
NR2E3 ag-1: activates human NR2E3 receptor | inhibition of corepressor binding, % at 3.98 µM | CHO-S Gal4-NCOR/VP16-NR2E3 two-hybrid, luciferase | 0.35% of 360,000 active | AID 602229;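 active means inhibition above the mean of all tested compounds plus 3 SD, cut at about 70% in these data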;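 further: 0% = DMSO with NR2E3 transfected cells and 100% = cells lacking NR2E3 construct; higher means lower luciferase signal from less NR2E3 corepressor binding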
Target sequence (Q9Y5X4 whole entry, looked up, the tested form may be a part): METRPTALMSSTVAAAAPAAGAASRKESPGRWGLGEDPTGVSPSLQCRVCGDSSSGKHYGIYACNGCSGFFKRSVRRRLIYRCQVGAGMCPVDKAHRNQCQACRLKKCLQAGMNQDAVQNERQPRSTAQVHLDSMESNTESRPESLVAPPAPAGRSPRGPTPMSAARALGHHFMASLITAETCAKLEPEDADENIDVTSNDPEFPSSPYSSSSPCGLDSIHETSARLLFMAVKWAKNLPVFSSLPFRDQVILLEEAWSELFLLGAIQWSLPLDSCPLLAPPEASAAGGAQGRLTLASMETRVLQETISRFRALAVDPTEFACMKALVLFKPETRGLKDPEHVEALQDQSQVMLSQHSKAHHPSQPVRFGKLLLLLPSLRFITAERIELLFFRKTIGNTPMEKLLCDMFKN
PDI inh: inhibitors of human protein disulfide isomerase | 0.052% of 350,000 active | PDI insulin aggregation turbidity, A650, 90 min | inhibition, % at 10 µM;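 active means mean inhibition across replicates of 30% or more, whatever share of single replicates reach that level; inconclusive means mean inhibition below 30% while every single replicate reaches 30%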;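 further: absorbance from insulin aggregation driven by PDI reduction with DTT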
Target sequence (P07237 whole entry, looked up): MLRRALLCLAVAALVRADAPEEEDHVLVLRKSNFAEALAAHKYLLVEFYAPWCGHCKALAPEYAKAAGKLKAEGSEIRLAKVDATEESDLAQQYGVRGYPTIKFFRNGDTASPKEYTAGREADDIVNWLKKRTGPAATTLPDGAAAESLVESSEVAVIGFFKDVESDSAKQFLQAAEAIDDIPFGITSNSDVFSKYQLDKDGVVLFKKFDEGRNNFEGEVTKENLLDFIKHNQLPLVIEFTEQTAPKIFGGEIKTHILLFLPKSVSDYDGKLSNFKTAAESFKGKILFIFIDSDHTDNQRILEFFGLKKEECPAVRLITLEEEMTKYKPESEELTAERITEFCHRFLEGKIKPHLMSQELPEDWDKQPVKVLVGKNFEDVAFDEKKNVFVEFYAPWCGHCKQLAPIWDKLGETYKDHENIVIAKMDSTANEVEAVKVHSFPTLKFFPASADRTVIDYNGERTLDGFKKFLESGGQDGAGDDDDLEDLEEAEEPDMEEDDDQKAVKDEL
CF NFkB block: cystic fibrosis NF-kB activation inhibition. KKLEB NF-kB-GFP reporter, PAF-induced, GFP fluorescence overnight. 0.86% of 360,000 active. inhibition, % at 5 µM;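 active means at least 50% inhibition at 5 µM, scaled per plate between neutral and stimulator controls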;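 further: PAF is a Pseudomonas aeruginosa culture filtrate used as stimulus; plate controls were PAF-stimulated DMSO wells for no effect and unstimulated DMSO wells for full effect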
NR2E3 ag-2: agonists of human nuclear receptor NR2E3; 0.12% of 320,000 active; GST-NR2E3/biotin-RetCOR TR-FRET, 1536-well; Q9Y5X4; AID 2300; inhibition of corepressor binding, % at 4.78 µM;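 active means percent inhibition above the cutoff of mean plus 3 SD of all tested compounds, set per screening campaign, cut at about 20% in these data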;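 further: 0% = DMSO wells and 100% = biotin wells as full block of FRET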
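System: GST-tagged NR2E3 plus biotinylated RetCOR corepressor; Buffer or medium: pH 7.5 Tris-based buffer; Probe or stimulus: RetCOR corepressor, biotinylated, 7 nM; Doses: compound at 4.8 µM, single dose; Schedule: 5 h incubation at 4 °C; Technique: time-resolved FRET; Evaluation: percent inhibition of TR-FRET ratio; Replication: one well per compound, singlicate testing.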
KKLEB cytotox: CF airway cell cytotoxicity counter-screen; KKLEB CF airway cells viability, ATPlite luminescence, overnight; hits give low values; cells stimulated with P. aeruginosa culture filtrate; 0.36% of 360,000 active; activity change (cytotoxicity), % at 5 µM; AID 602141;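 active means corrected activity change at or below -50% at 5 µM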
CaV13 ICDI inh: Primary screen for inhibitors of IQ motif and Ca2+-dependent inactivation inhibitor domain binding in CACNA1D, Förster resonance energy transfer in living cells, …; HEK cells, CFP/YFP FRET ICDI-IQ, plate reader, 10 min; percent FRET-ratio fall versus neutral wells; inhibition, % at 12.3 µM; 0.098% of 340,000 active; AID 743397;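 active means mean replicate inhibition of at least 30% and at least 1% of replicates passing that level; inconclusive means only one of the two criteria is met; inactive means neither criterion is met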;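 further: 0% = median of the neutral control wells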
Shn3 3UTR inh: reduces Shn3 3'UTR luciferase signal in osteoblasts. Clone20 osteoblast Shn3 3'UTR firefly luciferase, 24 h. inhibition, % at 12.5 µM. 0.52% of 360,000 active;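 active means mean inhibition of at least 75% with every replicate also reaching 75%; inconclusive means mean inhibition at least 75% but some replicate below; inactive means mean inhibition below 75%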;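 further: 0% = median of neutral control wells and 100% = pilot-screen positive control compound; some compounds past the cut are filed as inactive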
HIF-2a inh: blocks HIF-2a reporter activity; 786-0 RCC cells HIF-2a reporter, luciferase luminescence, overnight; inhibition, % at 18.8 µM; 0.72% of 360,000 active; AID 624352;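 active means inhibition of the luminescence signal of 40% or more relative to plate controls, in a single-dose primary screen at 18.75 µM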
Peg3 promoter: Peg3 promoter activity inhibition. inhibition, % at 20 µM. HeLa PEG-Prom luciferase reporter, luminescence, overnight. 1.7% of 360,000 active;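 active means inhibition of at least 50% at 20 µM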
MITF TRPM1 inh: inhibitors of MITF-driven TRPM1 promoter in melanoma cells; SK-MEL-5 TRPM1 promoter luciferase, 24 h; inhibition, % at 12.5 µM; 0.83% of 330,000 active; AID 488899;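 active means mean inhibition across replicates of 60% or more, whatever share of single replicates reaches that level; inconclusive means some that reach 60%, reason not given; inactive means mean inhibition across replicates below 60%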; further: values of inactives mirror those of a sister screen read the other way
Vif inh: inhibitors of HIV Vif; HEK293T cells, Vif self-association by quenched fluorescence, imaging, 24 h; inhibition, % at 7.49 µM; 0.35% of 340,000 active; in the data active means inhibition above about 50%, passing the limit was not always enough; inconclusive means no clear call, values can overlap the other calls; inactive means below about 31%; further: some results filed as inactive read as strong as hits
The depositor's hits bear a star; ? = inconclusive; · = no result given. Not a hit list; about 3.3% have a hit in one of these screens.

SMILES	NR2E3 ag-1	PDI inh	CF NFkB block	NR2E3 ag-2	KKLEB cytotox	CaV13 ICDI inh	Shn3 3UTR inh	HIF-2a inh	Peg3 promoter	MITF TRPM1 inh	Vif inh
CCN(C(=O)Cn1nc(C)n2c(cc3cc(C)ccc32)c1=O)c1ccccc1	2	-8	-16	2	6	-3	-11	-2	3	-1	-3
Cc1cc(=O)[nH]c(N/N=C/c2ccc(-c3ccc(F)cc3)o2)n1	-45	-7	-16	-8	-26	-4	-30	-71	-83	-17	5
COCC(C)OC(=O)/C(C#N)=C\c1coc2ccc(C)cc2c1=O (configuration not stated)	-18	13	9	3	18	-6	0	24	6	2	-2
O=C(Nc1cc(C(F)(F)F)ccc1Cl)C(NCc1ccccc1)c1ccccc1 (configuration not stated)	9	-9	8	1	-6	-2	18	16	15	-6	-1
COc1cc2c(C#CCCO)c(-c3ccsc3)oc(=O)c2cc1OC	19	2	-320	·	-8	-11	-7	-5	31	20	·
COc1ccccc1CNC(=O)COC(=O)c1ccc(Cl)nc1	-13	-5	-2	·	-3	-6	-2	-6	-2	-5	?
CCOc1ccc(N=Cc2ccccc2O)cc1	13	-1	-10	·	5	-3	-4	2	4	-1	-10
COc1ccc(CNC(=O)c2c(F)c(F)c(F)c(F)c2F)cc1	-16	-2	-2	-1	-7	-3	-2	12	-1	6	-6
Cc1ccccc1NC(=O)Cc1nc(CSc2nnc(-c3ccc4c(c3)OCO4)o2)cs1	-110	-1	-1	1	2	·	-43	-225	-201	-26	-6
Cc1ccccc1Nc1nn2c(=O)c3ccccc3nc2s1	-70	-4	-15	0	4	-5	-53	-177	-274	-47	-2
Cc1cc(Cl)ccc1C(=O)C1CCCN(C(=O)CCn2cnnn2)C1 (configuration not stated)	-14	12	-1	1	6	-5	-9	7	1	-1	8
O=C(NNC(=O)c1ccc(Cl)cc1Cl)c1ccncc1	0	-5	-7	-2	-4	-15	-11	-24	-3	-7	2
CN(C)C(=O)c1nc2ccc(Cl)cn2c1CN1CCN(c2ncccn2)CC1	-12	2	-3	3	-6	-5	-6	19	14	5	-13
CN(C)c1ccc(C(=O)N/N=C/c2ccccn2)cc1	-29	5	-15	4	2	-12	-58	-196	-164	-68	·
COC(=O)C1=CN(Cc2cccs2)C=C(C(=O)OC)C1c1cccc(OC)c1OC	-1	-2	-3	0	-2	·	11	0	14	13	-4
OCCCn1c(C2CCCN2c2nc(-c3ccc(F)cc3)cs2)nc2cc(Cl)c(Cl)cc21 (configuration not stated)	-23	-3	1	4	-6	-9	-2	14	29	8	-2
O=C(NCc1ccccn1)Nc1cccc(Cl)c1Cl	-64	-5	-8	4	32	-3	-16	-174	-130	-58	·
O=C(O)c1ccc(OCc2occc2C(=O)O)cc1	9	-6	-11	3	11	-4	5	-4	-19	-5	12
CC(=O)N1Cc2ccccc2CC1C(=O)O (configuration not stated)	-11	-8	0	2	-5	-3	-7	6	6	-2	9
CC(=O)c1ccc(C(=O)NC2CCCN(Cc3ccccc3F)C2)cc1 (configuration not stated)	23	0	10	-1	-6	-22	5	20	17	3	1
CC(OC(=O)Cn1cnc2c1c(=O)n(C)c(=O)n2C)C(=O)c1ccccc1 (configuration not stated)	-6	-5	12	-1	-20	-2	1	12	2	-1	0
Cc1ccc(C)c(S(=O)(=O)N2CCN(C(=O)Cc3c(F)cccc3Cl)CC2)c1	2	-1	25	-4	-12	-19	47	18	14	-3	-1
O=C(OCC(=O)N1CCCC1)c1cc(=O)c2ccccc2o1	12	2	-25	·	12	-4	-5	6	3	-3	-4
COc1cccc(C(=O)NC2CC3CCCC(C2)N3S(=O)(=O)c2ccccc2)c1 (configuration not stated)	-30	-5	0	0	4	-4	·	6	11	6	-17
CCN(CC)S(=O)(=O)c1ccc(Cl)c(NC(=O)COc2ccccc2[N+](=O)[O-])c1	-11	-4	-9	2	-2	-3	14	18	28	10	4

(next part)
SMILES	NR2E3 ag-1	PDI inh	CF NFkB block	NR2E3 ag-2	KKLEB cytotox	CaV13 ICDI inh	Shn3 3UTR inh	HIF-2a inh	Peg3 promoter	MITF TRPM1 inh	Vif inh
COc1cccc(/C=C2/SC(=S)N(CCC(=O)N3CCOCC3)C2=O)c1	-31	-3	30	15	1	-2	-101	2	19	-12	4
COc1ccc(NC(=O)COCC(=O)Nc2ccc(C)cc2)cc1	13	-5	-16	3	7	-4	-8	18	10	6	-6
N#Cc1cnn2cc(-c3ncc(C(F)(F)F)cc3Cl)cnc12	-21	14	-13	-2	1	-4	-23	-100	-1	-46	11
C=CCn1c(SCC(=O)NCC(=O)OCC)nnc1-c1ccccn1	-15	-2	-11	-1	11	-8	19	17	10	9	12
CCOC(=O)c1c(NC(=O)C(F)(OC)C(F)(F)F)sc2c1CCN(C)C2 (configuration not stated)	3	-10	17	3	-14	·	-2	13	12	-1	·
CCc1ccccc1NS(=O)(=O)Cc1ccccc1	-27	9	-3	-4	-9	-5	-11	16	17	6	-16
CC1CCN(C(=O)COC(=O)/C=C/c2ccc(Br)o2)CC1	-20	5	26	2	-6	-7	7	-3	-1	-3	-5
CCc1ccc(NC(=O)c2ccc3c(c2)C(=O)N(Cc2ccco2)C3=O)cc1	-6	·	-9	-1	14	-2	-10	-21	-2	18	7
O=C(COc1ccc(Cl)cc1)N1CCN(c2ncccn2)CC1	-14	-5	-6	3	6	·	-1	-2	7	-9	-2
Cc1ccc(-c2nc3cc(N)ccc3o2)c(C)c1	-57	-3	-10	2	10	-4	-4	-85	-199	2	12
O=C(CCc1nnc2ccc(NCc3ccc(Cl)cc3)nn12)NC1CCCCC1	-22	-8	3	4	-3	-4	-3	-1	-8	0	1
CCSc1nc(=O)n(-c2ccccc2)c(C)c1C(C)=O	-4	0	8	4	-5	1	-8	-43	-35	10	10
Cc1c(C(=O)NCCc2ccccc2)oc2ccc(S(=O)(=O)N3CCC4(CC3)OCCO4)cc12	20	-16	3	1	4	-4	19	-18	12	4	0
CC1=CC(C)C2C(=O)N(CCC[N+](C)(C)C)C(=O)C2C1 (configuration not stated)	1	11	-5	5	2	-6	-18	19	7	-1	11
Cc1ccccc1NC(=O)Cc1nc(COC(=O)C(C)(C)Oc2ccc(Cl)cc2)cs1	-46	6	-2	·	12	-9	-3	8	-1	·	2
N#C/C(C(=O)NCc1ccccc1)=C1/SC(Cc2ccc(Cl)cc2)C(=O)N1c1ccccc1 (configuration not stated)	-29	2	-9	1	0	-4	19	10	16	1	-40
O=C(NC1CCN(Cc2ccccc2)CC1)c1cccc(NS(=O)(=O)c2ccc(Br)cc2)c1	-8	-3	4	·	-3	-5	29	12	11	2	13
COc1ccc(OC)c(NC(=O)Cn2c(=O)n(CC3CCCO3)c(=O)c3cc(OC)c(OC)cc32)c1 (configuration not stated)	15	8	-11	3	-6	-7	-4	-2	18	-4	7
O=C(CSc1nc2[nH]ncc2c(=O)[nH]1)Nc1ccc(Cl)c(Cl)c1	2	-4	14	3	-31	-5	2	17	-8	6	-15
Cn1ncc(N=Cc2c(O)ccc3ccccc23)c1C(=O)N1CCOCC1	-17	6	2	-2	4	·	3	20	-5	10	·
COc1cccc(-c2cccc3c2NC(=O)C3(C)Cc2ccccc2F)c1 (configuration not stated)	20	-2	8	·	-6	-5	-1	9	11	·	-10
O=C(NNC(=O)C12CC3CC(CC(C3)C1)C2)c1ccco1	-24	12	3	0	10	-20	-9	11	-2	5	2
Cc1c(C(=O)N2CCOCC2)[nH]c2c1C(=O)CC(c1ccc(Cl)cc1)C2 (configuration not stated)	-11	4	14	0	-7	-3	3	22	13	-2	-3
Nc1nonc1-n1nnc(C(=O)N/N=C/c2ccc(OCc3ccccc3)cc2)c1CNc1ccccc1	-38	-10	-11	-1	8	-3	-5	-8	-27	-70	-1
Cc1ccc(C(=O)Nc2nc3c(s2)CCCC3)o1	-104	6	-7	-6	0	-4	-21	-131	-195	-33	0
CC(C)c1ccc(CNC(=O)C2(C)CCCN2C)cc1 (configuration not stated)	-2	-2	-1	·	-16	-5	18	9	-6	·	·
COc1cc(OC)cc(C(=O)NNC(=O)C(=O)Nc2cc(OC)c(Cl)cc2OC)c1	-25	4	39	0	-16	-2	-4	9	0	-1	-5

Molecules listed so far that have fluorine (9):
SMILES	NR2E3 ag-1	PDI inh	CF NFkB block	NR2E3 ag-2	KKLEB cytotox	CaV13 ICDI inh	Shn3 3UTR inh	HIF-2a inh	Peg3 promoter	MITF TRPM1 inh	Vif inh
Cc1cc(=O)[nH]c(N/N=C/c2ccc(-c3ccc(F)cc3)o2)n1	-45	-7	-16	-8	-26	-4	-30	-71	-83	-17	5
O=C(Nc1cc(C(F)(F)F)ccc1Cl)C(NCc1ccccc1)c1ccccc1 (configuration not stated)	9	-9	8	1	-6	-2	18	16	15	-6	-1
COc1ccc(CNC(=O)c2c(F)c(F)c(F)c(F)c2F)cc1	-16	-2	-2	-1	-7	-3	-2	12	-1	6	-6
OCCCn1c(C2CCCN2c2nc(-c3ccc(F)cc3)cs2)nc2cc(Cl)c(Cl)cc21 (configuration not stated)	-23	-3	1	4	-6	-9	-2	14	29	8	-2
CC(=O)c1ccc(C(=O)NC2CCCN(Cc3ccccc3F)C2)cc1 (configuration not stated)	23	0	10	-1	-6	-22	5	20	17	3	1
Cc1ccc(C)c(S(=O)(=O)N2CCN(C(=O)Cc3c(F)cccc3Cl)CC2)c1	2	-1	25	-4	-12	-19	47	18	14	-3	-1
N#Cc1cnn2cc(-c3ncc(C(F)(F)F)cc3Cl)cnc12	-21	14	-13	-2	1	-4	-23	-100	-1	-46	11
CCOC(=O)c1c(NC(=O)C(F)(OC)C(F)(F)F)sc2c1CCN(C)C2 (configuration not stated)	3	-10	17	3	-14	·	-2	13	12	-1	·
COc1cccc(-c2cccc3c2NC(=O)C3(C)Cc2ccccc2F)c1 (configuration not stated)	20	-2	8	·	-6	-5	-1	9	11	·	-10
